Source: PubChem BioAssay (Sanford-Burnham Center for Chemical Genomics)
TAG inh: triacylglycerol accumulation inhibition | inhibition, % at 12.5 µM | 230,000 compounds, 0.66% hits | H9c2 cells, Nile Red lipid (TAG) fluorescence; cells loaded with 200 µM oleic acid;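 active means pattern-corrected inhibition of lipid staining of at least 50% with the nuclear-stain viability signal not falling by more than 50%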;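 further: 0% = DMSO wells and 100% = triacsin C control wells; some results filed as inactive read as strong as hits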
TAG inh DAPI viability: second read-out of TAG inh, no call of its own (marks repeat the call); DAPI nuclei signal change (viability), lower = more cytotoxic, %;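 whole-well DAPI fluorescence read on a plate reader as a viability signal; minus 50 percent equals half of cells still viable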
* hit, by the source's call. Not all compounds are listed; count on the stated rates, not on these rows.

| item | molecule | TAG inh | TAG inh DAPI viability |
| --- | --- | --- | --- |
| 1 | CCN(CC(=O)Nc1c(F)cccc1F)C(=O)c1cc(-c2cccs2)nn1-c1ccccc1 | 28 | 2 |
| 2 | CN(Cc1ccccc1)C(=O)COC(=O)CCN1C(=O)C2CC=CCC2C1=O (stereo unspecified) | -3 | 4 |
| 3 | O=C(CSc1ncn[nH]1)N1N=C2/C(=C\c3ccco3)CCCC2C1c1ccco1 (stereo unspecified) | 17 | 3 |
| 4 | CCCn1c(CNC(=O)c2cccs2)nc2ccccc21 | 9 | -18 |
| 5 | CCc1c(O)cc2n(c1=O)-c1ccc(Cl)cc1C2(C)C | -3 | 10 |
| 6 | O=C(NCc1ccncc1)c1cccc(Cn2cc(Br)cn2)c1 | 1 | -6 |
| 7 | CCCn1c(SCC(=O)Nc2ccc(Cl)cc2F)nc(O)cc1=O | -8 | -3 |
| 8 | CCOc1cc(N2CCOCC2)c(OCC)cc1NC(=O)c1cccc(S(=O)(=O)N2CC(C)OC(C)C2)c1 (stereo unspecified) | -7 | 5 |
| 9 | CCn1cc(S(=O)(=O)CC(=O)Nc2ccc3c(c2)OCO3)c2ccccc21 | 2 | -5 |
| 10 | CCOC(=O)c1sc2nc(CC(=O)OC)nc(NCc3ccco3)c2c1C | -8 | 6 |
| 11 | CCN(CC)S(=O)(=O)c1cc(NS(=O)(=O)c2ccc(Cl)c(C(=O)O)c2)ccc1C | 14 | -7 |
| 12 | COc1ccc(N2CCN(C(=O)Cc3ccc(S(=O)(=O)N4CCOCC4)s3)CC2)cc1 | -3 | 3 |
| 13 | C=CCN(CC=C)c1nc2ccccc2nc1C(C#N)C(=O)OC(C)C (stereo unspecified) | 6 | 17 |
| 14 | OCCC1CN(Cc2ccccc2OC2CCCC2)CCN1Cc1ccsc1 (stereo unspecified) | -31 | 17 |
| 15 | Nc1ccc2c(c1)Cc1c(F)cccc1-2 | -3 | 2 |
| 16 | O=C(NCc1ccc(Cl)cc1)c1ccc(S(=O)(=O)N2CCCCC2)cc1 | -11 | -6 |
| 17 | CCCNC(=O)c1ccc(N2CCC3(CC2)CC(c2cccc(Br)c2)=NO3)c(NC(=O)c2c(Cl)cccc2Cl)c1 | 11 | 19 |
| 18 | COc1cccc(-c2ccc3c(c2)O[C@H](CN(C)C(=O)c2ccccc2F)[C@H](C)CN([C@H](C)CO)S3(=O)=O)c1 | 7 | 1 |
| 19 | CCOC(=O)N1CC=C2C(C#N)=C(N)C(C#N)(C#N)[C@H](c3cccs3)C2C1 (stereo partly specified) | -1 | 7 |
| 20 | O=C(O)c1cccc(NS(=O)(=O)c2ccc3c(c2)OCCCO3)c1 | -15 | 3 |

Profiles, looked up by structure:
O=C(NCc1ccncc1)c1cccc(Cn2cc(Br)cn2)c1 as listed: TAG inh = 1; TAG inh DAPI viability = -6
CCc1c(O)cc2n(c1=O)-c1ccc(Cl)cc1C2(C)C as listed: TAG inh = -3; TAG inh DAPI viability = 10
CCOC(=O)c1sc2nc(CC(=O)OC)nc(NCc3ccco3)c2c1C as listed: TAG inh = -8; TAG inh DAPI viability = 6

(more compounds)
| item | molecule | TAG inh | TAG inh DAPI viability |
| --- | --- | --- | --- |
| 21 | O=C(CN1C(=O)NC2(CCCCC2)C1=O)NNC(=O)C1CC1 | -15 | 0 |
| 22 | CCC(C)(C)NC(=O)C(c1ccc(OC)cc1)N(Cc1cccs1)C(=O)CCC(=O)Nc1cc(C)on1 (stereo unspecified) | 72* | -10* |
| 23 | CCC(=O)Nc1nonc1-c1nc2ccccc2n1N(C(=O)CC)C(=O)CC | 2 | 3 |
| 24 | O=C(c1ccc(F)cc1)N1CCN(Cc2ccccc2Br)CC1 | -2 | -1 |
| 25 | CC(=O)N1CCN(S(=O)(=O)c2cccc(C(=O)Nc3ccccc3N3CCCC3)c2)CC1 | 2 | 0 |
| 26 | CCCn1cnc2c(SCc3ccccc3F)nc(N)nc21 | 5 | -3 |
| 27 | CCOc1[nH]n(-c2ccc(Cl)cc2)c(=O)c1C=Nc1ccc(OC)cc1 | 13 | -3 |
| 28 | COc1ccc(C)cc1NC(=O)c1ccccc1N(C)S(=O)(=O)c1ccccc1 | -10 | -1 |
| 29 | Cc1cc(Oc2cc(NN3CCCCC3)c([N+](=O)[O-])cc2[N+](=O)[O-])c(C(=O)c2ccccc2)cc1Cl | 7 | -9 |
| 30 | CC(=O)c1ccc(S(=O)(=O)N(C)CCCC(=O)NCc2ccc3c(c2)OCO3)cc1 | -17 | 6 |
| 31 | CCc1ccc(NC(=O)C2(c3ccccc3)CC2(Cl)Cl)cc1 (stereo unspecified) | 2 | -9 |
| 32 | COc1ccccc1C(=O)COC(=O)c1ccccc1O | 1 | 2 |
| 33 | C[C@@H]1CN([C@H](C)CO)C(=O)CCCn2nncc2CO[C@H]1CN(C)S(=O)(=O)c1ccc(-n2cccn2)cc1 | -11 | -4 |
| 34 | COc1cnn(-c2ccc(F)cc2)c(=O)c1Br | 7 | -12 |
| 35 | CN(C)S(=O)(=O)c1cccc(NC(=O)COC(=O)c2cc3ccccc3oc2=O)c1 | 0 | 2 |
| 36 | COc1cccc(NC(=O)CN(C)CC(=O)Nc2ccc(Cl)cc2[N+](=O)[O-])c1 | -5 | -2 |
| 37 | CC(C)c1ccc(NC2CCCN(C(=O)CCc3cn[nH]c3)C2)cc1 (stereo unspecified) | 12 | -6 |
| 38 | NS(=O)(=O)c1ccc(CCNS(=O)(=O)c2ccc(Cl)s2)cc1 | -2 | 12 |
| 39 | CCOc1cccc(=O)c2c(C)n(CC(=O)c3ccccc3)c(C)c12 | 3 | 5 |
| 40 | Cn1nccc1/C=N\NC(=O)c1ccc(Cl)cc1 | -1 | -3 |

The last two entries of the part before are carried over, then new ones follow:
| item | molecule | TAG inh | TAG inh DAPI viability |
| --- | --- | --- | --- |
| 39 | CCOc1cccc(=O)c2c(C)n(CC(=O)c3ccccc3)c(C)c12 | 3 | 5 |
| 40 | Cn1nccc1/C=N\NC(=O)c1ccc(Cl)cc1 | -1 | -3 |
| 41 | O=C(NCc1ccco1)c1cccc(S(=O)(=O)N2CCCCC2)c1 | 18 | -9 |
| 42 | COc1ccc(CCNC(=O)c2n[nH]c3ccccc23)cc1 | -44 | 0 |
| 43 | COc1ccc(C2C(C(=O)c3ccco3)=C(O)C(=O)N2CCc2ccccc2)cc1OC (stereo unspecified) | -6 | 2 |
| 44 | O=C(NN1C(=O)c2ccc3c4c(ccc(c24)C1=O)CC3)c1ccc(Br)cc1 | -16 | 16 |
| 45 | Cc1ccc(Nc2ncnc(-n3cccc3)n2)cc1Cl | -7 | 7 |
| 46 | COC(=O)C1=C(C)N(c2ccccc2)C(=S)NC1c1ccccc1C(F)(F)F (stereo unspecified) | 2 | -7 |
| 47 | Cc1cc(C)nc(SCc2nnc(SCC(=O)Nc3ncc(C)s3)n2Cc2ccco2)n1 | -4 | 19 |
| 48 | CN1CCN(CCC(=O)Nc2ccccc2)CC1 | 5 | -10 |
| 49 | N#Cc1ccsc1NC(=O)COC(=O)c1ccc(NC(N)=O)cc1 | 8 | -6 |
| 50 | Cc1occc1-c1nnc(SCCCC(=O)c2ccc(F)cc2)n1C | 0 | -3 |
| 51 | OC[C@@H]1CN(Cc2ccc(-c3ccccc3)cc2)C[C@H](n2cnc3c(N4CCOCC4)ncnc32)O1 | 3 | -1 |
| 52 | CC1(C(=O)NS(=O)(=O)c2ccccc2)CCN1C(=O)c1ccccc1 (stereo unspecified) | -11 | 5 |
| 53 | O=[N+]([O-])c1ccc(Cl)c(-c2ccc(/C=N/c3c(-c4ccco4)nc4ccccn34)o2)c1 | 7 | 7 |
| 54 | O=C(NCC1CCCO1)c1ccccc1 (stereo unspecified) | -6 | 0 |
| 55 | CC(Oc1ccc(-c2ccccc2)c(F)c1)c1ccn(S(=O)(=O)c2cccc3ccccc23)n1 (stereo unspecified) | -1 | 4 |
| 56 | COCCN(C(=O)c1c(C)noc1C)c1c(N)n(CC(C)C)c(=O)[nH]c1=O | -8 | -6 |
| 57 | COc1ccc(S(=O)(=O)N2CCCC(C(=O)N3CCOCC3)C2)cc1Cl (stereo unspecified) | -4 | -6 |
| 58 | CC1(C(=O)Nc2ccc3c(c2)OCO3)CCN1C(=O)Cc1cccs1 (stereo unspecified) | 5 | -9 |
| 59 | CCOc1cccc2cc(C(=O)OCC(=O)Nc3c(C)cccc3CC)c(=O)oc12 | 20 | 2 |
| 60 | COC(=O)[C@@]12CCCCN1[C@H](c1ccc(-c3ccccc3)cc1)[C@H]1C(=O)N(C)C(=O)[C@H]12 | -1 | 4 |

2 records drawn at random from the list so far:
| item | molecule | TAG inh | TAG inh DAPI viability |
| --- | --- | --- | --- |
| 53 | O=[N+]([O-])c1ccc(Cl)c(-c2ccc(/C=N/c3c(-c4ccco4)nc4ccccn34)o2)c1 | 7 | 7 |
| 50 | Cc1occc1-c1nnc(SCCCC(=O)c2ccc(F)cc2)n1C | 0 | -3 |

(listing goes on)
| item | molecule | TAG inh | TAG inh DAPI viability |
| --- | --- | --- | --- |
| 61 | CCC(=O)Nc1cc2[nH]c(=O)cc(C)c2cc1C | 11 | -1 |
| 62 | COC(=O)c1nn(-c2ccc(-c3ccccc3)cc2)cc1O | 11 | -5 |
| 63 | O=C(COC(=O)c1ccc(Cl)nc1)Nc1ccc(N2CCCCC2)cc1 | -11 | 3 |
| 64 | CO/N=C(\C(=O)O)c1csc(NN=C(C)C)n1 | 3 | -7 |
| 65 | COCCNc1nc(NCc2ccc(NC(C)=O)cc2)c2sc(-c3ccccc3)cc2n1 | 53* | -34* |

Ordered by molar mass (highest first): 7 of the compounds above.
| item | molecule | TAG inh | TAG inh DAPI viability |
| --- | --- | --- | --- |
| 25 | CC(=O)N1CCN(S(=O)(=O)c2cccc(C(=O)Nc3ccccc3N3CCCC3)c2)CC1 | 2 | 0 |
| 43 | COc1ccc(C2C(C(=O)c3ccco3)=C(O)C(=O)N2CCc2ccccc2)cc1OC (stereo unspecified) | -6 | 2 |
| 63 | O=C(COC(=O)c1ccc(Cl)nc1)Nc1ccc(N2CCCCC2)cc1 | -11 | 3 |
| 49 | N#Cc1ccsc1NC(=O)COC(=O)c1ccc(NC(N)=O)cc1 | 8 | -6 |
| 37 | CC(C)c1ccc(NC2CCCN(C(=O)CCc3cn[nH]c3)C2)cc1 (stereo unspecified) | 12 | -6 |
| 26 | CCCn1cnc2c(SCc3ccccc3F)nc(N)nc21 | 5 | -3 |
| 42 | COc1ccc(CCNC(=O)c2n[nH]c3ccccc23)cc1 | -44 | 0 |
